TR SRC2 fluor cs: Texas Red fluorescence interference in TRb-SRC2 counter-screen | TRb/SRC2 Texas Red total fluorescence interference | Potency, µM (doses to about 106 µM), for inactives: top-dose fluorescence change, negative = quenching | 280,000 tested, 0.29% active | AID 1479; active = well fitted curve in either direction with a large enough effect; inconclusive = small, poorly fitted or top-dose-only effect
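Flags fluorescent or light-absorbing compounds by total fluorescence, S + 2P, at 555 nm excitation and 632 nm emission. Mixture: 20 nM Texas Red SRC2 peptide, 0.6 uM human TRb LBD, 1 uM T3, 5% DMSO; compound exposure 5 h at ambient temperature.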
RGS12 GoLoco inh: blocks human Gai1 binding to RGS12 GoLoco peptide, red readout; P63096; Gai1:RGS12 GoLoco peptide FP, rhodamine, 10 min; Potency, µM (top dose mostly 61.6 µM), without a hit: at the highest dose activity, negative = inhibition, actives largely listed as inhibitors; 230,000 tested, 0.44% active; AID 880; active = well fitted inhibition curve with a large enough effect, not every such curve was filed as active; inactive = no such curve, though single readings can be large or run the other way; note: nearly all actives have a fitted effect of over 30% in size; many of its hits are not listed in these tables
TRb SRC2 PPI: TRbeta-SRC2 interaction inhibition | TRbeta-SRC2 peptide binding, fluorescence polarization; receptor liganded with 1 µM T3 | Potency, µM (titrated, usually from 106 µM), for inactives: top-dose activity change, negative = inhibition, hits mostly inhibitors | 280,000 tested, 0.065% active;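 note: plate controls were bound peptide for no effect and peptide without receptor for full effect; nearly all actives have a fitted effect of over 50% in size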
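Fluorescence polarization of 20 nM Texas Red SRC2 peptide with 0.6 uM human TRb ligand-binding domain, in Tris buffer with 1uM T3 and 5% DMSO. Incubated 5 hr ambient; normalized to unbound and bound controls.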
L3MBTL1 inh: inhibitors of human L3MBTL1; Potency, µM (titrated, usually from 57.1 µM), without a hit: at the highest dose activity, negative = inhibition, actives largely listed as inhibitors; 230,000 tested, 0.66% active; Q9Y468; AlphaScreen L3MBTL1–H3K9me1 peptide binding; note: nearly all actives have a fitted effect of over 60% in size
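L3MBTL1 (50 nM) pre-complexed 30 min with biotinylated H3(1-15)K9me1 peptide (75 nM), then compounds added for 30 min at room temperature; AlphaScreen streptavidin donor/nickel chelate acceptor beads (10 ug/mL final) read after 30 min dark incubation.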
RECQ1 helicase: inhibitors of human RECQ1 DNA helicase | AID 2549 | 240,000 tested, 0.54% active | Potency, µM (titrated, usually from 57.3 µM), for the others: top-dose activity, negative = inhibition, hits mostly inhibitors | P46063 | RECQ1 DNA unwinding, red fluorescence kinetic read;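 note: plate controls were vehicle for no effect and no enzyme for full effect; nearly all actives have a fitted effect of over 30% in size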
Target sequence (P46063 whole entry, looked up): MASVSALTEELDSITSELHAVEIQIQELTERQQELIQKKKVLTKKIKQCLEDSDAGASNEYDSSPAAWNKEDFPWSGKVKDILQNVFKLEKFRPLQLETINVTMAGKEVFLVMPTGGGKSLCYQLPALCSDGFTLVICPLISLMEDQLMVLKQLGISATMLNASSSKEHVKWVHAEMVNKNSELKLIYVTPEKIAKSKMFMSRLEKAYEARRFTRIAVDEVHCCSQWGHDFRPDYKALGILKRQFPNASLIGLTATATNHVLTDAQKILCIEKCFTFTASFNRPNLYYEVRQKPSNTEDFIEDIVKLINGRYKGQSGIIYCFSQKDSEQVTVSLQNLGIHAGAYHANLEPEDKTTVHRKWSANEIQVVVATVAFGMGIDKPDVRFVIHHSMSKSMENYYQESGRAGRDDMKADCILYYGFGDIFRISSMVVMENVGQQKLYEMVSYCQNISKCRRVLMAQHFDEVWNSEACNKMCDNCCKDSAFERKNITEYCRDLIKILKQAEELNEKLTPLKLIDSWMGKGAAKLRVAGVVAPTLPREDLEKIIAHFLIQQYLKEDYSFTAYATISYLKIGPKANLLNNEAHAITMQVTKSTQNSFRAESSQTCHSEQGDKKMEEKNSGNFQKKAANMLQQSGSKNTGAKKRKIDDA
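50 nM RECQ1T1 preincubated 15 min with compound in Tris pH 8.0 buffer with MgCl2, DTT, Tween-20 and 2.5 ug/ml poly(dI-dC); started with 200 nM TAMRA/BHQ-2 forked duplex and 2 mM ATP. Unwinding read as fluorescence (525/598 nm), two reads 2 h apart.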
Tau ThT inhib: tau fibrillization inhibition (ThT binding); P10636; recombinant tau K18 P301L (four-repeat tau fragment), heparin-induced fibrillization, ThT fluorescence; Potency, µM (highest dose often 57.4 µM), for inactives: at the top dose activity, negative = inhibition, usual class: inhibitors; 270,000 tested, 2.1% active; AID 1460; note: nearly all actives have a fitted effect of over 55% in size
Target sequence (P10636 561-689 P618L limits assumed): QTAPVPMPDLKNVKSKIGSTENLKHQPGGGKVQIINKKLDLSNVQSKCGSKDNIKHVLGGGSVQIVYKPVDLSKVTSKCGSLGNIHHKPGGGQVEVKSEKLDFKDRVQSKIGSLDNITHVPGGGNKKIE
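K18 P301L tau (15 uM + 0.24 uM Alexa 594-tagged), heparin 20 uM, NaOAc pH 7, 6 h 37 C; ThT 30 uM, 1 h RT, ex 450/em 510 nm.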
Tau FP inhib: blocks human tau fibril formation measured by polarization. P10636. K18 P301L tau heparin fibrillization, Alexa594 FP, 6 h. Potency, µM (titrated, usually from 57.7 µM), without a hit: top-dose activity, negative = inhibition, usual class: inhibitors. 280,000 tested, 0.39% active. AID 1468; note: nearly all actives have a fitted effect of over 55% in size
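Quantitative HTS format: compounds meet 15 uM recombinant K18 P301L tau and Alexa 594-tau tracer in 100 mM sodium acetate pH 7; 20 uM heparin triggers fibrillization at 37 C over 6 hr; FP gives the signal.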
KDM4E inh: blocks human JMJD2E demethylase activity; 230,000 tested, 1.6% active; JMJD2E catalytic domain, FDH-coupled NADH fluorescence (FDH is formaldehyde dehydrogenase); B2RXH2; Potency, µM (doses to about 57.1 µM), for inactives: top-dose activity change, negative = inhibition, usual class: inhibitors; active = well fitted inhibition curve with a large enough effect, not every such curve was filed as active; inconclusive = small, poorly fitted or top-dose-only effect, or another doubt; inactive = no such curve, though single readings can be large or run the other way;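 note: 0% = wells with enzyme and -100% = buffer wells without enzyme; nearly all actives have a fitted effect of over 50% in size; many of its hits are not listed in these tables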
Target sequence (B2RXH2 1-337 limits assumed): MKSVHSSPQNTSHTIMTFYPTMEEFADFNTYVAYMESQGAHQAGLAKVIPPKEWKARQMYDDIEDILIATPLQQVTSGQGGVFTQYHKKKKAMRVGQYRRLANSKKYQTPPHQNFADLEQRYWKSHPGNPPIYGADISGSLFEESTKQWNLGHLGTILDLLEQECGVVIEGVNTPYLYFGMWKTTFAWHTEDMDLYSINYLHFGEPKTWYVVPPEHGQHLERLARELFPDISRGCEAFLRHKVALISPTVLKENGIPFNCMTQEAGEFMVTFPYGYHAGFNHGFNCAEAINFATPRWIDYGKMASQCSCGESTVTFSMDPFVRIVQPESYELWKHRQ
Starred values were filed as active, the others as inactive; i = inactive; ? = inconclusive; nt = no result given; [ ] = dose if it differs, or a comment. Unless noted, calls come from the whole dose curve; as a rule, active = well fitted curve in the direction sought with a large enough effect; inconclusive = small, poorly fitted or top-dose-only effect, or another doubt; inactive = no such curve, though single readings can be large; an effect the other way counts as inactive or inconclusive. Unless noted, % is set by controls: 0 for no effect and ±100 for the full control effect; potency is the fitted concentration of half-maximal effect. Some of the compounds tested; count on the stated rates, not on these rows.

Each structure is followed by: TR SRC2 fluor cs	RGS12 GoLoco inh	TRb SRC2 PPI	L3MBTL1 inh	RECQ1 helicase	Tau ThT inhib	Tau FP inhib	KDM4E inh
#1 Cc1ccn(CCC(=O)N2CCCC(CCC(=O)NCc3ccc(F)c(F)c3)C2)n1 (stereo unspecified)
  4%	6%	-7%	15%	i	-1%	-3%	4%
#2 COc1ccc(OCCSc2ncnc3nc[nH]c23)cc1
  -1%	-3%	-11%	nt	-3%	-13%	0%	-1%
#3 O=C(CCCn1c(SCC(=O)NCC2CCCO2)nc2ccccc2c1=O)NCC1CCCO1 (stereo unspecified)
  0%	-5%	-5%	-9%	-5%	-17%	-8%	3%
#4 Cc1ccc(-c2c(CN3CCN(c4cc(C)ccc4C)CC3)csc2C)cc1
  -4%	nt	-5%	nt	nt	-3%	4%	nt
#5 Cc1ccc(C(=O)N/N=C\c2ccc([N+](=O)[O-])s2)cn1
  -7%	-4%	-2%	-4%	-5%	?	3%	21%
#6 CC(C)c1ccc2oc(=O)cc(CN3CCN(c4ccc(F)cc4)CC3)c2c1
  -1%	nt	-23%	-8%	-4%	?	-5%	-17%
#7 Cc1ccc(/C=C/C(=O)c2ccc(C)cc2)cc1
  1%	3%	10%	11%	-6%	?	6%	3%
#8 Cc1cccc2c(N=Nc3ccc(S(=O)(=O)Nc4cccc(Cl)c4)cc3[N+](=O)[O-])c(O)[nH]c12
  -4%	3%	-4%	-18%	8%	?	4%	6%
#9 N=c1c(C(=O)NCc2ccc(F)cc2)cc2c(=O)n3ccccc3nc2n1Cc1ccco1
  -6%	43%[activator]	-22%	-9%	-4%	?	11%	?
#10 Cc1cccc(OCC(=O)Nc2cccc(C(=O)NCC(C)C)c2)c1
  -2%	8%	2%	10%	-4%	-8%	-10%	-21%
#11 Cc1cccc(C)c1NC(=O)Cn1nnnc1N
  1%	7%	-1%	21%	-11%	-2%	3%	11%
#12 Cc1sc2nc(CN3CCN(S(=O)(=O)c4cccc5nonc45)CC3)[nH]c(=O)c2c1C
  0%	5%	-1%	nt	i	-3%	-1%	4%
#13 CCN(CCNC(=O)C1CCCN(Cc2nc(-c3ccc(OC)cc3)oc2C)C1)c1ccccc1 (stereo unspecified)
  -3%	0%	-2%	?	-14%	?	20%	1%
#14 O=C(NCc1cccs1)c1ccc([N+](=O)[O-])cc1Cl
  -2%	12%	10%	-1%	-10%	-10%	2%	-3%
#15 CCC1S/C(=N/N=C/c2ccco2)N(c2ccc(F)cc2)C1=O (stereo unspecified)
  -1%	10%	1%	0%	-4%	9%	1%	-7%
#16 Cc1ccc(NC(=O)CSc2nnc(Cc3ccccc3)o2)cc1
  -1%	-6%	-5%	-7%	0%	-4%	-1%	-9%
#17 Cc1ccc(Nc2nnc(SCC(=O)Nc3ncc(C(F)(F)F)cc3Cl)s2)cc1
  1%	11%	-3%	6%	-5%	-11%	-1%	-11%
#18 O=C(CCC(=O)c1cccs1)NCc1cccnc1
  1%	0%	-1%	-2%	-8%	-1%	1%	4%
#19 O=C(COC(=O)c1cccc(Oc2ccccc2)c1)NCc1ccco1
  -3%	3%	-2%	nt	i	-5%	22%	0%
#20 CCOc1ccc(NC(=O)c2ccc3[nH]c(C)cc(=O)c3c2)cc1
  -3%	nt	4%	nt	nt	10%	-4%	nt
#21 CC(=O)Nc1cccc(Oc2cc(C#N)c(C#N)cc2N2CCOCC2)c1
  -5%	-13%	-6%	-3%	-12%	-1%	6%	-4%
#22 Cn1c(SCc2ccccc2F)nnc1-c1cnccn1
  -1%	nt	4%	0%	-2%	-6%	4%	2%
#23 CCc1ccc(-c2cn3nc(CC)sc3n2)cc1
  0%	nt	-8%	nt	nt	?	-7%	nt
#24 CCOc1cccc(C(=O)NC(=S)NCc2cccnc2)c1
  -1%	-12%	4%	0%	-6%	6%	-12%	-4%
#25 COc1ccc(/C=C(\C#N)c2n[nH]c(Cn3cncn3)n2)cc1
  -2%	-1%	-2%	1%	i	1%	2%	-7%
#26 O=C(CSc1ccccc1Cl)N1CCC(c2nc3ccccc3s2)CC1
  -2%	-2%	-3%	-7%	-20%	?	4%	-5%
#27 Cc1[nH]n(-c2ccccc2)c(=O)c1C=Nc1cccc2cccnc12
  -2%	5%	2%	-9%	-6%	?	8%	?
#28 O=c1cc2c(nn1Cc1ccc(Cl)cc1Cl)-c1ccccc1CC2
  -2%	3%	2%	nt	-6%	?	-1%	-18%
#29 O=C(C(=C1NCCN1)n1cncn1)c1ccccc1
  0%	4%	-1%	-6%	i	14%	12%	-7%
#30 COc1ccc(CCN2C(=O)CC(N3CCN(S(=O)(=O)c4ccccc4)CC3)C2=O)cc1OC (stereo unspecified)
  1%	1%	-4%	-6%	i	6%	6%	3%

Some of the entries above, reformatted:
| cpd | smiles | TR SRC2 fluor cs | RGS12 GoLoco inh | TRb SRC2 PPI | L3MBTL1 inh | RECQ1 helicase | Tau ThT inhib | Tau FP inhib | KDM4E inh |
| --- | --- | --- | --- | --- | --- | --- | --- | --- | --- |
| 1 | Cc1ccn(CCC(=O)N2CCCC(CCC(=O)NCc3ccc(F)c(F)c3)C2)n1 (stereo unspecified) | 4% | 6% | -7% | 15% | i | -1% | -3% | 4% |
| 2 | COc1ccc(OCCSc2ncnc3nc[nH]c23)cc1 | -1% | -3% | -11% | nt | -3% | -13% | 0% | -1% |
| 3 | O=C(CCCn1c(SCC(=O)NCC2CCCO2)nc2ccccc2c1=O)NCC1CCCO1 (stereo unspecified) | 0% | -5% | -5% | -9% | -5% | -17% | -8% | 3% |
| 4 | Cc1ccc(-c2c(CN3CCN(c4cc(C)ccc4C)CC3)csc2C)cc1 | -4% | nt | -5% | nt | nt | -3% | 4% | nt |
| 5 | Cc1ccc(C(=O)N/N=C\c2ccc([N+](=O)[O-])s2)cn1 | -7% | -4% | -2% | -4% | -5% | ? | 3% | 21% |
| 6 | CC(C)c1ccc2oc(=O)cc(CN3CCN(c4ccc(F)cc4)CC3)c2c1 | -1% | nt | -23% | -8% | -4% | ? | -5% | -17% |

Carrying on.
Each structure is followed by: TR SRC2 fluor cs	RGS12 GoLoco inh	TRb SRC2 PPI	L3MBTL1 inh	RECQ1 helicase	Tau ThT inhib	Tau FP inhib	KDM4E inh
#31 CC(C)C(O)(C#CCN1CCCCC1)c1ccccc1 (stereo unspecified)
  -1%	9%	4%	nt	-7%	6%	-5%	2%
#32 Cc1ccccc1CN1CCN(CC(=O)NCCCN2CCN(c3ccc(F)cc3)CC2)C1=O
  -1%	-4%	-4%	-2%	-17%	-9%	0%	2%
#33 CCCCn1c(N2CCC(Cc3ccccc3)CC2)nc2c1c(=O)[nH]c(=O)n2C
  -1%	3%	-1%	-14%	-1%	-16%	11%	0%
#34 CCOC(=O)c1sc(NC(=O)c2c(OC)cccc2OC)nc1C
  -2%	4%	3%	nt	-4%	-16%	2%	-2%
#35 COc1ccc(OC)c(NC(=O)c2ccc3nc(-c4ccccc4)c(-c4ccccc4)nc3c2)c1
  1%	-1%	-3%	3%	-10%	-17%	9%	0%
#36 O=C(CNC(=O)c1ccc(F)cc1)N/N=C/c1cn[nH]c1-c1ccccc1
  -1%	4%	3%	2%	-2%	-11%	-11%	1%
#37 Cn1c2ccccc2c2c(C(=O)N3CCN(c4cccc(C(F)(F)F)c4)CC3)cn(C3CCCCC3)c(=O)c21
  -2%	nt	-2%	nt	nt	-16%	-2%	nt
#38 COc1ccccc1N1CCN(C(=O)COc2ccc(Cl)cc2)CC1
  -2%	-6%	-4%	-1%	0%	-14%	8%	9%
#39 O=C(NC(c1ccccc1)C(Cl)Cl)c1ccccc1 (stereo unspecified)
  1%	0%	1%	-4%	-1%	-4%	4%	4%
#40 CC(=O)N/C(=C\c1ccccc1)C(=O)NCc1ccc2c(c1)OCO2
  -1%	-1%	-9%	8%	i	2%	6%	-11%
#41 C=CCSc1nc(C)c(CC=C)c(=O)[nH]1
  1%	-5%	-18%	8%	-5%	4%	3%	1%
#42 CCOc1cc(C2c3c(-c4cc(C)ccc4O)n[nH]c3C(=O)N2CCCOC(C)C)ccc1O (stereo unspecified)
  ?	nt	-15%	nt	nt	?	4%	nt
#43 O=C(O)COc1ccccc1/C=C1\SC(=O)N(Cc2ccc(F)cc2)C1=O
  -2%	2%	8%	-4%	i	-10%	-2%	-9%
#44 CCOCCCNC(=O)C1CCCN(c2ncnc3onc(C)c23)C1 (stereo unspecified)
  -30%	nt	8%	nt	nt	8%	-7%	nt
#45 CCCNC(=O)c1ccccc1NC(=O)c1ccc(CSc2ccccc2)cc1
  1%	-8%	7%	27%	-1%	3%	?	?
#46 COc1ccc(OC)c(/C=N/Nc2nncn2/N=C/c2cc(OC)ccc2OC)c1
  -1%	12%	3%	-3%	-9%	?	7%	?
#47 CCOc1ccc(-n2c(=O)c3c(C)c(C)sc3n(CC(=O)N(CC)Cc3ccccc3)c2=O)cc1
  9%	nt	10%	nt	nt	2%	-11%	nt
#48 COc1ccc(S(=O)(=O)N(CC(=O)NC2CC2)c2ccc(C)cc2)cc1OC
  -3%	5%	-11%	-24%[11.4 µM]	-3%	-8%	-6%	0%

Profiles as entered above. Screens in order: TR SRC2 fluor cs, RGS12 GoLoco inh, TRb SRC2 PPI, L3MBTL1 inh, RECQ1 helicase, Tau ThT inhib, Tau FP inhib, KDM4E inh
COc1ccccc1N1CCN(C(=O)COc2ccc(Cl)cc2)CC1 across the screens: -2%, -6%, -4%, -1%, 0%, -14%, 8%, 9%
O=C(O)COc1ccccc1/C=C1\SC(=O)N(Cc2ccc(F)cc2)C1=O across the screens: -2%, 2%, 8%, -4%, i, -10%, -2%, -9%
O=C(NC(c1ccccc1)C(Cl)Cl)c1ccccc1 (stereo unspecified) across the screens: 1%, 0%, 1%, -4%, -1%, -4%, 4%, 4%
COc1ccc(OC)c(NC(=O)c2ccc3nc(-c4ccccc4)c(-c4ccccc4)nc3c2)c1 across the screens: 1%, -1%, -3%, 3%, -10%, -17%, 9%, 0%
CCOc1ccc(-n2c(=O)c3c(C)c(C)sc3n(CC(=O)N(CC)Cc3ccccc3)c2=O)cc1 across the screens: 9%, nt, 10%, nt, nt, 2%, -11%, nt

Source: PubChem (National Center for Advancing Translational Sciences (NCATS))
